Tau fibril FP = qHTS for Inhibitors of Tau Fibril Formation, Fluorescence Polarization | Microtubule-associated protein tau (Homo sapiens), P10636 | K18 P301L tau heparin fibrillization, Alexa594 FP, 6 h | Potency, µM (top dose mostly 57.7 µM), for inactives: at the highest dose activity, negative = inhibition, hits mostly inhibitors | 280,000 compounds, 0.39% hits; note: % is set by controls: 0 for no effect and ±100 for the full control effect; nearly all actives have a fitted effect of over 55% in size
Target sequence (P10636 561-689 P618L limits assumed): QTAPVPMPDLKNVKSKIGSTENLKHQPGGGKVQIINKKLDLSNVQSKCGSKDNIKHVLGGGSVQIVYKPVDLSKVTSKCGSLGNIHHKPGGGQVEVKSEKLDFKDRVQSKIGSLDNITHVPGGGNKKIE
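Compound effects on tau fibrillization are measured by Alexa 594 fluorescence polarization (ex 555, em 632 nm). K18 P301L tau is used at 15 uM with 0.24 uM labeled tracer, and 20 uM heparin induces aggregation over 6 hr at 37 C.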
TexasRed fluor = Total Fluorescence Counterscreen for Inhibitors of the Interaction of Thyroid Hormone Receptor and Steroid Receptor Coregulator 2; TRb/SRC2 Texas Red total fluorescence interference; Potency, µM (doses to about 106 µM), inactives show top-dose fluorescence change, negative = quenching; 280,000 compounds, 0.29% hits; active = well fitted curve in either direction with a large enough effect; inconclusive = small, poorly fitted or top-dose-only effect; note: % is set by controls: 0 for no effect and ±100 for the full control effect
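Human TRβ ligand-binding domain (0.6 uM) and Texas Red SRC2 peptide (20 nM) in Tris buffer with 1 uM T3 and 5% DMSO were incubated with pinned compound for 5 hr at ambient temperature. Total fluorescence was computed as S + 2P (555/632 nm).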
RECQ1 inh = qHTS Assay for Inhibitors of RecQ-Like Dna Helicase 1 (RECQ1); RECQ1 DNA unwinding, red fluorescence kinetic read; Potency, µM (highest dose often 57.3 µM), for the others: at the highest dose activity, negative = inhibition, usual class: inhibitors; 240,000 compounds, 0.54% hits;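 note: plate controls were vehicle for no effect and no enzyme for full effect; nearly all actives have a fitted effect of over 30% in size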
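50 nM RECQ1T1 preincubated 15 min with compound in Tris pH 8.0 buffer with MgCl2, DTT, Tween-20 and 2.5 ug/ml poly(dI-dC); started with 200 nM TAMRA/BHQ-2 forked duplex and 2 mM ATP. Unwinding read as fluorescence (525/598 nm), two reads 2 h apart.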
HTT ATP protect = qHTS Multiplex Assay to Identify Dual Action Probes in a Cell Model of Huntington: Cytoprotection (ATP) | 230,000 compounds, 0.14% hits | PC12 HTT-Q103 induced, cytoprotection, ATP luminescence, 40 h | Potency, µM (titrated, usually from 56.4 µM), without a hit: cytoprotection (ATP increase), most hits filed as activators;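 note: % of control where 0% means no effect; nearly all actives have a fitted effect of over 45% in size; toxic huntingtin expression switched on by the ecdysone agonist tebufenozide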
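Readout: ATPlite luminescence (ATP level). Model: stable PC12, inducible Htt exon1 Q103-GFP. Inducer: tebufenozide, 100 nM final. Compounds: dose series. No G418 in medium.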
TRb-SRC2 inh = qHTS for Inhibitors of the Interaction of Thyroid Hormone Receptor and Steroid Receptor Coregulator 2; AID 1469, 2008; Potency, µM (titrated, usually from 106 µM), inactives show top-dose activity change, negative = inhibition, usual class: inhibitors; 280,000 compounds, 0.065% hits; TRbeta-SRC2 peptide binding, fluorescence polarization; receptor liganded with 1 µM T3;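 note: plate controls were bound peptide for no effect and peptide without receptor for full effect; nearly all actives have a fitted effect of over 50% in size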
Target sequence (P10828 whole entry, looked up): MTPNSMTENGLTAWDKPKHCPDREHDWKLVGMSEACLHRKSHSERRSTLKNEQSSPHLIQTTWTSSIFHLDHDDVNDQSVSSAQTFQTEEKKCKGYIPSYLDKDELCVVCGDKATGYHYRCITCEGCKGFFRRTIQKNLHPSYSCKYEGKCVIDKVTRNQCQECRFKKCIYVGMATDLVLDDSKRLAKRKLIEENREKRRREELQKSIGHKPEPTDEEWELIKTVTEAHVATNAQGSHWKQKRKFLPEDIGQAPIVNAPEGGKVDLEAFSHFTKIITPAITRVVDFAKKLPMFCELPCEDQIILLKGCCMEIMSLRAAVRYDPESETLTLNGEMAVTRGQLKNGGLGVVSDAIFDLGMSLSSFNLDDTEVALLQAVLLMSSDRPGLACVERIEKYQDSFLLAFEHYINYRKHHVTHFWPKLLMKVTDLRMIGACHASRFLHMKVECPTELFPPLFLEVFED
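Compounds were added to 0.6 uM TRb ligand-binding domain and 20 nM Texas Red-labeled SRC2 peptide in Tris buffer containing 1 uM T3, incubated 5 hr at ambient temperature, then read by fluorescence polarization.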
Tau ThT inhib = qHTS for Inhibitors of Tau Fibril Formation, Thioflavin T Binding; 270,000 compounds, 2.1% hits; AID 1460, 2008; Potency, µM (top dose mostly 57.4 µM), for the others: at the highest dose activity, negative = inhibition, actives largely listed as inhibitors; recombinant tau K18 P301L, heparin-induced fibrillization, ThT fluorescence; Microtubule-associated protein tau (Homo sapiens), P10636; note: % is set by controls: 0 for no effect and ±100 for the full control effect; nearly all actives have a fitted effect of over 55% in size
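Recombinant human tau K18 fragment […] carrying P301L, 15 uM unlabeled plus 0.24 uM Alexa 594-labeled, was fibrillized with 20 uM heparin in 100 mM sodium acetate pH 7 for 6 hr at 37 C; 30 uM ThT fluorescence read after 1 hr.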
L3MBTL1 inh = qHTS Assay for the Inhibitors of L3MBTL1; AID 485360, 2010; Lethal(3)malignant brain tumor-like protein 1 (Homo sapiens), Q9Y468; Potency, µM (doses to about 57.1 µM), for the others: top-dose activity, negative = inhibition, hits mostly inhibitors; AlphaScreen L3MBTL1–H3K9me1 peptide binding; 230,000 compounds, 0.66% hits; note: % is set by controls: 0 for no effect and ±100 for the full control effect; nearly all actives have a fitted effect of over 60% in size
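Displacement of a biotinylated histone H3(1-15) peptide monomethylated at Lys9 (75 nM) from L3MBTL1 (50 nM) was measured by AlphaScreen after a 30 min room-temperature compound incubation; cefsulodin titration served as intraplate control.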
Tau fluor cs = Counterscreen qHTS for Inhibitors of Tau Fibril Formation, Fluorescence Polarization; 280,000 compounds, 0.93% hits; Potency, µM (series often up to 57.7 µM), for inactives: top-dose activity change, negative = decrease; tau K18 P301L (four-repeat tau fragment) Alexa594 fluorescence, heparin fibrillization; note: % is set by controls: 0 for no effect and ±100 for the full control effect; nearly all actives have a fitted effect of over 55% in size
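Human K18 P301L tau (15 uM unlabeled plus 0.24 uM Alexa 594-labeled, final) in 100 mM sodium acetate pH 7 was mixed with compound and 20 uM heparin and incubated 6 hr at 37 C.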
Active calls of the source: *; i = inactive; ? = inconclusive; / = not tested or not shown; & = joins results of further samples; [ ] = dose if it differs, or a comment. Unless noted, calls come from the whole dose curve; as a rule, active = well fitted curve in the direction sought with a large enough effect; inconclusive = small, poorly fitted or top-dose-only effect, or another doubt; inactive = no such curve, though single readings can be large; an effect the other way counts as inactive or inconclusive. Potency is the fitted concentration of half-maximal effect.

Fields – Tau fibril FP	TexasRed fluor	RECQ1 inh	HTT ATP protect	TRb-SRC2 inh	Tau ThT inhib	L3MBTL1 inh	Tau fluor cs
- O=C(COc1ccc2ccccc2c1)Nc1ccncc1
→ -12%	0%	-2%	4%[10 µM]	1%	-22%	-7%	-9%
- CC[n+]1c(/C=C(\C)SC)sc2ccccc21
→ 0%	-2%	-4%	-16%	10%	1%	-7%	-3%
- Cn1c(Cn2c(=O)sc3ccccc32)nnc1SCC(=O)Nc1ccc(F)cc1
→ 9%	-1%	i	9%	-3%	8%	-7%	3%
- Cc1cc(C)n(-c2ccc(C(=O)N3CCC(CO)(Cc4ccccc4)CC3)cc2)n1
→ 6%	-6%	-3%	5%[10 µM]	6%	-1%	-11%	-4%
- COc1ccc(S(=O)(=O)c2nnn(-c3ccccc3F)c2C)cc1
→ 1%	-16%	/	/	3%	-13%	/	-25%
- O=C1Nc2c(Br)cc(Br)c3cccc1c23
→ 8%	-1%	-2%	-26%	0%	-7%	-17%	0%
- Cc1ccc(C(=O)NC2CCc3ccccc3C2=O)cc1 (configuration not stated)
→ 1%	-3%	5%	-41%[10 µM]	4%	-7%	6%	1%
- C=CC1=C2C=C(C3CC3)N(CCCCO)C=C2C(=O)C(C)(OC(=O)c2ccco2)C1=O (configuration not stated)
→ ?	0%[11.2 µM]	1%[11.5 µM]	-20%[10 µM]	-1%[11.2 µM]	?	/	-9%[11.6 µM]
- Cc1ccccc1OCCNc1cc(N2CCNCC2)ccc1[N+](=O)[O-]
→ ?	-3%	-7%	7%[10 µM]	-1%	16µM*	-12%	?
- Cc1ccc(S(=O)(=O)/N=C(\c2ccccc2)N(C)S(=O)(=O)c2ccc(C)cc2)cc1
→ 6%	0%	i	-7%	2%	-7%	2%	-14%
- CCOC(=O)c1c(NC(=S)Nc2ccccc2)sc2c1CC(C)(C)SC2
→ -7%	1%	i	5%[10 µM]	-25%	?	-4%	-24%
- O=c1c2cnn(-c3ccccc3Cl)c2ncn1Cc1cccnc1
→ 3%	-4%	-1%	-25%[10 µM]	-3%	-6%	0%	-1%
- CC(=O)c1c(C)[nH]c(C(=O)COc2cc(C)ccc2C(C)C)c1C
→ -4%	1%	92%[activator]	-13%	12%	0%	/	-16%
- Cc1c(Cl)cccc1NC(=S)NC(=O)CCN1C(=O)c2ccccc2C1=O
→ -6%	-6%	-7%	13%[10 µM]	-3%	5%	-1%	-3%
- COc1ccccc1CNC(=O)CCCn1nc(C)c2c(C)n(-c3ccc(C)cc3)nc2c1=O
→ 3%	-1%	/	/	-1%	3%	/	3%
- COc1ccc(C(N)=O)cc1N
→ 0%	2%	-8%	2%	-17%	-2%	-2%[11.4 µM]	3%
- Cc1cc(C)c2nc(SCC#N)cc(C)c2c1
→ 4%	1%	0%	4%[10 µM]	-1%	-11%	22%	-8%
- COc1ccc(C)cc1NC(=O)C(OC(=O)c1cc(C)oc1C)c1ccccc1 (configuration not stated)
→ ?	-3%	-27%	-17%[10 µM]	-5%	-12%	6%	-19%
- CC(=O)c1sc2nsc(SCCN3CCCCC3)c2c1N
→ -11%	0%	-2%	?	-7%	?	7%	-30%
- CC(=O)c1ccccc1OCCOc1ncnc2sccc12
→ 5%	0%	-18%	-37%[inhibitor]	-15%	-7%	-25%	1%
- O=C(c1ccc(-c2nnc(Nc3ccccc3)c3ccccc23)cc1)N1C[C@H]2C[C@H](C1)c1cccc(=O)n1C2
→ -15%	-1%	?	-23%	6%	-4%	3%	-15%
- Cc1nnc(SCc2ccc(F)cc2)s1
→ -4%	-7%	i	1%	-2%	-6%	5%	-4%
- Cc1cccc(-n2ncc3c(Nc4ccc(F)cc4)ncnc32)c1
→ ?	-2%	-15%	-20%	-6%	8%	11%	-30%
- Cc1ccc(-c2nn(-c3cc(Cl)ccc3[N+](=O)[O-])c(=O)c3ccccc23)cc1
→ ?	4%	i	-38%	3%	-11%	-23%	-18%
- O=C(O)c1ccc(Br)c(S(=O)(=O)N2CCCC2)c1
→ -2%	2%	-7%	5%	9%	15%	-3%	5%
- CC(C)Cn1c(=O)n(C)c(=O)c2[nH]cnc21
→ -5%&5%&0%&-7%&-2%	-26%&-2%&-1%&-3%&-1%&-1%	-5%&-1%&-5%	-20%	-7%&-3%&-10%&-3%&-5%&-2%	-3%&3%&8%&-5%&8%	/	-5%&3%&2%&-9%&8%
- CCOC(=O)/C(C#N)=C/c1cn(CCC(=O)O)nc1-c1cccc(Br)c1
→ -1%	1%	i	-1%[10 µM]	-2%	2%	-1%	5%
- N#Cc1cnn(-c2ncnc3sc4c(c23)CCCC4)c1N
→ -5%	-6%	-9%	6%	-5%	11%	/	9%
- CCOc1ccc(CCNC(=O)C2CCCN2C(=O)OCc2ccccc2)cc1OCC (configuration not stated)
→ 3%	2%	-2%	-22%	2%	4%	/	-1%
- CC(C)OCCCNC(=O)c1c(N)n(/N=C/c2cccs2)c2nc3ccccc3nc12
→ -4%	0%	i	1%	-1%	1%	7%	-15%
- COc1ccc(NC(=O)C(NC(=O)OC(C)(C)C)C(C)OCc2ccccc2)cc1 (configuration not stated)
→ 1%	-2%	-12%	12%	-9%	6%	5%	4%
- CC(C)C(=O)Nc1cccc(C(=O)OCC(=O)c2ccc(Cl)cc2Cl)c1
→ -4%	-3%	-3%	-3%	-12%	-1%	/	-11%
- COc1ccc(S(=O)(=O)NC(CC(=O)NCCc2ccc(OC)c(OC)c2)C(C)C)cc1 (configuration not stated)
→ 4%	-2%	i	3%	4%	-3%	3%	4%
- CCOc1ccc(NC(=S)NCc2cccnc2)cc1
→ 10%	0%	-6%	19%[10 µM]	-7%	-12%	-2%	-12%
- Cc1ccc(NC(=O)CSc2nnc(COc3ccc(Cl)cc3)o2)cc1
→ 4%	-1%	/	/	-3%	?	/	?
- COc1ccc(Br)cc1CNC(=O)Nc1cccs1
→ 8%	2%	16%	15%	-7%	?	/	?
- Cc1cc(N2CCC(C(=O)Nc3ccc(F)cc3C)CC2)n2nc(C)c(-c3ccc(Cl)cc3)c2n1
→ -5%	-1%	/	/	-1%	0%	/	-11%
- COc1ccc(C(=O)OCC(=O)NC2CC2)cc1[N+](=O)[O-]
→ 1%	-1%[53 µM]	9%	8%[10 µM]	1%[53 µM]	10%	-10%	12%
- Brc1ccccc1-n1nnc(-c2nccs2)n1
→ -13%	-2%	-8%	-16%[10 µM]	1%	-13%	16%	-15%
- O=C(NCC(c1cccnc1)N1CCN(c2ccccc2)CC1)C1CCCCC1 (configuration not stated)
→ 0%	-3%	i	-3%	-1%	6%	-2%[11.4 µM]	2%
- CCCNS(=O)(=O)c1cccc(C(=O)NC2CCCc3ccccc32)c1 (configuration not stated)
→ 0%	-3%	-5%	-4%	-18%	-1%	/	-9%
- Cc1cccc2cc(C#N)c(NCCCn3ccnc3)nc12
→ 2%	0%	i	-1%[10 µM]	-1%	-4%	-3%	-5%
- CCCS(=O)(=O)c1cn2cccc(N)c2c1S(=O)(=O)CCC
→ 0%	10%	-3%	-21%	-5%	?	/	-9%
- CCOC(=O)c1ccc(N2C(=O)c3[nH]nc(-c4ccc(C)cc4)c3C2c2ccc(O)c(OCC)c2)cc1 (configuration not stated)
→ ?	1%	/	/	-6%	0%	/	?
- COc1ccc(/C=C/c2cc(C(F)(F)F)[nH]c(=O)n2)cc1OC
→ -4%[2.34 µM]	-4%	-9%	-29%[10 µM]	2%	11%	1%	14%
- COc1ccccc1CNC(=O)CCn1c(=O)oc2ccccc21
→ 4%	2%	6%	13%	6%	-3%	-2%	6%
- Cc1cc(=O)oc(C)c1C(=O)NC1CC(C)(C)NC(C)(C)C1
→ 1%	7%	-5%	28%[10 µM]	-3%	-4%	26%	1%
- Nc1ncnc(Oc2cccc3cccnc23)c1[N+](=O)[O-]
→ -5%	-4%	i	23%	3%	?	2%[11.4 µM]	-10%
- COc1ccccc1Nc1nc(N)nc(N)c1S(=O)(=O)c1ccccc1
→ ?	3%	/	/	14%	-1%	/	?
- Cc1cc(N/N=C/c2ccccc2O)nc(-c2ccccc2O)n1
→ 1%	9%	0%	-19%[10 µM]	-2%	2%	3%	0%
- O=c1cc(-c2ccccc2)nc(N2CCCCC2)[nH]1
→ 4%	-3%	i	-20%	3%	1%	-1%	-2%
- COc1ccc(/C=C(\C#N)C(=O)c2c(C)[nH]c3ccccc23)cc1OC
→ -8%	-4%	-3%	-15%[10 µM]	15%	?	-2%	?
- NCC1CCC(C(=O)O)CC1 (configuration not stated)
→ -5%	-1%	-7%[25.9 µM]	-51%[inhibitor]	-1%	-3%	/	-6%
- O=C(NCc1ccccc1)c1cncc(Br)c1
→ 9%	-2%	4%	/	2%	11%	9%	9%
- NC1=NC(c2ccc(Cl)cc2)n2c(nc3ccccc32)N1 (configuration not stated)
→ 1%	0%	-3%	-2%[10 µM]	4%	2%	3%	0%

Three entries already listed, arranged by molecular weight, highest first:
Fields – Tau fibril FP	TexasRed fluor	RECQ1 inh	HTT ATP protect	TRb-SRC2 inh	Tau ThT inhib	L3MBTL1 inh	Tau fluor cs
- COc1ccc(S(=O)(=O)NC(CC(=O)NCCc2ccc(OC)c(OC)c2)C(C)C)cc1 (configuration not stated)
→ 4%	-2%	i	3%	4%	-3%	3%	4%
- CC(=O)c1sc2nsc(SCCN3CCCCC3)c2c1N
→ -11%	0%	-2%	?	-7%	?	7%	-30%
- O=c1cc(-c2ccccc2)nc(N2CCCCC2)[nH]1
→ 4%	-3%	i	-20%	3%	1%	-1%	-2%

Screening results from PubChem BioAssay.

Only part of the results is shown. The share of hits here may be higher or lower than overall.
